# Integrin act MD – activators of alpha7 integrin expression for muscular dystrophy; alpha7betagal myoblasts, beta-gal FDG fluorescence, 48 h; Potency, µM (top dose mostly 38.3 µM), for the others: top-dose activation, usual class: activators; 0.064% of 350,000 active; AID 624291;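 also: potency is read from the fitted curve at half-maximal effect; 100% = response of the positive control SU9516; nearly all actives have a fitted effect of over 60% in size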
#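 alpha7betagal+/- myoblasts (passage 13, 250/well) treated 48 h at 37C with compounds at 1:260 dilution of DMSO stock. Lysed, then beta-galactosidase activity read as FDG fluorescence (ex 480/em 540) after 30 min, with pre-read for autofluorescence.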
# Tb PFK block – inhibitors of T. brucei phosphofructokinase | Potency, µM (top dose mostly 57.5 µM), inactives show at the top dose activity, negative = inhibition, actives largely listed as inhibitors | T. brucei PFK, ADP-Glo luminescence | 0.17% of 330,000 active;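 also: potency is read from the fitted curve at half-maximal effect; 0% = uninhibited 1x PFK enzyme wells and -100% = no-enzyme wells; nearly all actives have a fitted effect of over 60% in size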
#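 Compounds were pin-transferred as a titration series up to 57 uM into substrate buffer (0.5 mM F6P, 0.1 mM ATP, pH 8.0), then 1.25 nM PFK was added and reactions ran 45 min before ADP-Glo detection.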
# TSG101-PTAP inh – blocks PTAP/TSG101 interaction to inhibit HIV-1 budding. Fluorescence polarization, FITC-PTAP peptide / Tsg101 binding. Potency, µM (series often up to 115 µM), for the others: top-dose activity change, negative = inhibition, usual class: inhibitors. 340,000 tested, under 10 active; active = well fitted inhibition curve with a large enough effect in the main read-out, with a control signal flat, not every such curve was filed as active; inconclusive = small, poorly fitted or top-dose-only effect, or effect the other way, or a change in a side signal; inactive = no such curve, though single readings can be large or run the other way; also: potency is read from the fitted curve at half-maximal effect; % of control where 0% means no effect
# Target sequence (Q99816 whole entry, looked up): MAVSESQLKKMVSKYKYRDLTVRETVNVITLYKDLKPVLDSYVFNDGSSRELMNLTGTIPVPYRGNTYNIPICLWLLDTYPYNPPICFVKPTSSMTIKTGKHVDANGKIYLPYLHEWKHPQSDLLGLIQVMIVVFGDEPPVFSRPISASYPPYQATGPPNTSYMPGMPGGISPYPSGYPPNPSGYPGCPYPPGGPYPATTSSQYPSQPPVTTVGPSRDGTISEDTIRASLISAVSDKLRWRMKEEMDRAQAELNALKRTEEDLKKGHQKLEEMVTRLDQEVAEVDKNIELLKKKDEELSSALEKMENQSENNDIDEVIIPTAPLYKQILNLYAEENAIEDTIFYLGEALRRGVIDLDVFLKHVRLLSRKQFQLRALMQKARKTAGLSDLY
#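 Compounds were pin-transferred onto Tsg101 binding domain (10 uM final) in HEPES pH 7.5 buffer, then FITC-PTAP peptide was added at 50 nM final. After 20 min at RT, polarization reported peptide displacement across a qHTS concentration series.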
# Giardia kill – Giardia lamblia killing; 0.15% of 340,000 active; Giardia lamblia trophozoite viability; AID 540267; activity change, % at 7.66 µM, hits read low; in the data active = activity change below about -80%; inconclusive = between about -30% and that limit;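 also: parasites exposed to compound for two days anaerobically before the ATP read; % is scaled to controls: 0 for no effect and ±100 for the full control effect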
#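 Giardia trophozoites, 100 cells per well, were exposed to compounds for 48 hrs at 37 deg C under anaerobic conditions; viability was then read as ATP content by bioluminescence after 15-30 min at room temperature.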
# ASM inhibitor – inhibitors of human secretory acid sphingomyelinase | P17405 | placental ASM, HMU-PC fluorogenic substrate, 60 min | Potency, µM (series often up to 57.5 µM), for the others: at the highest dose activity change, negative = inhibition, usual class: inhibitors | 0.006% of 340,000 active | AID 504937; also: potency is read from the fitted curve at half-maximal effect
#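 HMU-PC0 cleavage (9 uM final) by human placental ASM, 60 min at 37 °C following 10 min compound exposure at RT; stopped at pH 10, fluorescence Ex 386/Em 447 nm.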
# PKM2 act – PKM2 (human) enzyme activation | P14618 | purified PKM2, Kinase-Glo ATP luminescence, activation; response scale: 0% is enzyme alone, no compound | Potency, µM (series often up to 57.5 µM), inactives show top-dose activation, usual class: activators | 0.34% of 260,000 active | AID 1631; also: potency is read from the fitted curve at half-maximal effect; % is scaled to controls: 0 for no effect and ±100 for the full control effect; nearly all actives have a fitted effect of over 55% in size
# Target sequence (P14618 whole entry, looked up): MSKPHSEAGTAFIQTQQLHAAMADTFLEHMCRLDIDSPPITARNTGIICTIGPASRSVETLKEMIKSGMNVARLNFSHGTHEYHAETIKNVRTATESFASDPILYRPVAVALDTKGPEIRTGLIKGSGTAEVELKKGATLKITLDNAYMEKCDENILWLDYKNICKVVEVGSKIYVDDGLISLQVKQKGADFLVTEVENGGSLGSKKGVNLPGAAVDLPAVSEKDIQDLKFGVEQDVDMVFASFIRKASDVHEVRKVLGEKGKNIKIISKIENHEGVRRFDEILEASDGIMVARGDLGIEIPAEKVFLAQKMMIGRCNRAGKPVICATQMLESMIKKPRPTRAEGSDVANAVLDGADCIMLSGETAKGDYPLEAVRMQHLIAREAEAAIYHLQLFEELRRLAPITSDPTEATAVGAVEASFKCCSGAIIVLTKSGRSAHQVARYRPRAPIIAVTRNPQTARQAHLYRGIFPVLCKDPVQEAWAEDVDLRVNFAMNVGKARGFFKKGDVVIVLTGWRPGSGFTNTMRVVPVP
#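 ATP formation by purified human PK-M2, quantified via coupled luciferase luminescence after 1 h at room temperature with 0.1 mM ADP and 0.5 mM PEP final.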
# Menin-MLL TR inh – displaces Texas Red mutant MLL peptide from human menin. O00255. Menin + Texas Red MLL mutant peptide, fluorescence polarization. Potency, µM (highest dose often 61.6 µM), without a hit: at the highest dose FP activity change, negative = inhibition, actives largely listed as inhibitors. 0.23% of 270,000 active. AID 1768; active = well fitted inhibition curve with a large enough effect in the polarisation, with a control signal flat, not every such curve was filed as active; inconclusive = small, poorly fitted or top-dose-only effect, or effect the other way, or a change in a side signal; inactive = no such curve, though single readings can be large or run the other way; the % refers to the polarisation; also: potency is read from the fitted curve at half-maximal effect; % of control where 0% means no effect; many of its hits are not listed in these tables
# B2AR arrestin – beta2AR (human) beta-arrestin recruitment activity. P07550. beta-arrestin recruitment to beta2AR, cell-based reporter. Potency, µM (titrated, usually from 46.1 µM), for the others: at the top dose activation, most hits filed as activators. 0.02% of 330,000 active;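 also: potency is read from the fitted curve at half-maximal effect; 0% = DMSO controls and full agonism = EC100 isoproterenol or metaproterenol; nearly all actives have a fitted effect of over 65% in size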
# FBPA coupling cs – counter-screen for Giardia aldolase inhibitors: coupling enzyme system. activity change, negative = inhibition, % at 58.2 µM, hits read low. AID 2472. coupling enzyme system counterscreen, AmpLite Red fluorescence. 0.67% of 290,000 active; in the data active = activity change below about -30%; also: % is scaled to controls: 0 for no effect and ±100 for the full control effect
#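 Final compound at 57.5 uM, incubated 10 min at RT with coupling enzyme reagent (glyceraldehyde-3-phosphate), then 20 min with substrate and AmpLite Red detection. Fluorescence read at 525/598 nm; tests interference with the coupling assay, not aldolase inhibition.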
# BCR signal inh – blocks chronic active B-cell receptor signaling. ABC-DLBCL IkBa-CBG/CBR reporter, luminescence ratio, 4 h. Potency, µM (series often up to 46.1 µM), inactives show at the highest dose ratio change, negative = lower green/red ratio, actives largely listed as inhibitors. 0.05% of 340,000 active. AID 493014; active = well fitted inhibition curve with a large enough effect in the signal ratio, with a control signal flat, not every such curve was filed as active; inconclusive = small, poorly fitted or top-dose-only effect, or effect the other way, or a change in a side signal; the % refers to the signal ratio;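 also: potency is read from the fitted curve at half-maximal effect; plate controls were basal doxycycline-induced cells for no effect and cells given 10 µM MG132 for full effect; MG132 reads +100%, hits lower the ratio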
#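 Doxycycline induced both beetle luciferases in TMD8 lymphoma cells; IKK-driven degradation limits the IkappaBalpha-fused green signal, while red luminescence normalises for cell number and nonspecific effects. Compounds tested up to 46 uM, 4 hrs.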
# GALK inh – blocks human galactokinase activity; P51570; Purified GALK, Kinase-Glo residual ATP luminescence; Potency, µM (series often up to 57.5 µM), for inactives: at the top dose activity change, negative = inhibition, usual class: inhibitors; 0.007% of 270,000 active; AID 1868; also: potency is read from the fitted curve at half-maximal effect; % is scaled to controls: 0 for no effect and ±100 for the full control effect
#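 ATP-depletion format; final 35 uM ATP, 100 uM D-galactose, 5 nM enzyme; pH 8.0 HEPES/Mg2+ buffer; 60 min RT; luminescence read 10 min after detection reagent.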
# Numbers without * were called inactive; ? = inconclusive; nt = no result given; [ ] = remark or other dose. Unless noted, calls follow the shape of the dose curve; as a rule, active = well fitted curve in the direction sought with a large enough effect; inconclusive = small, poorly fitted or top-dose-only effect, or another doubt; inactive = no such curve, though single readings can be large; an effect the other way counts as inactive or inconclusive.
SMILES,Integrin act MD,Tb PFK block,TSG101-PTAP inh,Giardia kill,ASM inhibitor,PKM2 act,Menin-MLL TR inh,B2AR arrestin,FBPA coupling cs,BCR signal inh,GALK inh
Cc1cc(NC(=O)CSc2nncn2-c2ccccc2)no1,-13%,-3%,-4%,-10,0%,0%,-20%,0.1%,1,6%,6%
O=C1N=C(c2ccccc2)S/C1=C\c1cccs1,-15%,0%,6%,6,-1%,1%,?,-2.6%,1,?,-3%
Cc1sc(NC(=O)c2cccc(N3C(=O)CCC3=O)c2)nc1-c1ccccc1,14%,4%,-6%,-12,-7%,nt,nt,0.0%,nt,?,nt
c1ccc(-c2noc(CN3CCN(c4cnccn4)CC3)n2)cc1,-14%,-5%,-3%,-6,6%,3%,0%,-0.3%,4,?,-4%
CCn1c(=NC(=O)c2ccc(S(=O)(=O)N3CCOCC3)cc2)sc2cccc(OC)c21,-51%[inhibitor],1%,0%,-1,16%,-11%,19%,-0.3%,-2,17%,1%
CN(C)C(CNC(=O)c1cc(Br)ccc1Cl)c1ccco1 (stereo not drawn),-5%,-20%,-15%,5,3%,1%,-18%,-0.6%,1,0%,13%
O=C(COC(=O)/C=C/c1ccccc1)NC(=O)NC1CCCCC1,-14%,1%,-5%,-12,-4%,nt,nt,-0.2%,nt,5%,nt
COC(=O)c1ccc(CSc2nncn2N)cc1,44%,1%,-2%,-22,2%,0%,-11%,0.1%,0,2%,4%
COc1ccc2c(CC(=O)NCc3cccs3)coc2c1,20%,-6%,-1%,-21,-2%,-2%,?,0.2%,0,?,3%
CC(=O)Oc1ccc(CC(C(=O)O)N2C(=O)c3ccccc3C2=O)cc1 (stereo not drawn),-33%,?,-5%,7,-3%,nt,-21%,-1.0%,5,1%,5%
CC(=O)N1CCN(C(=O)c2ccc(NS(=O)(=O)c3cc(C)ccc3C)cc2)CC1,0%,-2%,-2%,13,3%,nt,nt,-1.0%,nt,1%,nt
N#Cc1cccc(-n2nnnc2-c2ccc3c(c2)OCO3)c1,9%,0%,-5%,-4,-3%,-7%,-4%,-0.1%,1,0%,-3%

# Arranged by count of non-hydrogen atoms (rising): some entries from above.
SMILES,Integrin act MD,Tb PFK block,TSG101-PTAP inh,Giardia kill,ASM inhibitor,PKM2 act,Menin-MLL TR inh,B2AR arrestin,FBPA coupling cs,BCR signal inh,GALK inh
O=C1N=C(c2ccccc2)S/C1=C\c1cccs1,-15%,0%,6%,6,-1%,1%,?,-2.6%,1,?,-3%
CN(C)C(CNC(=O)c1cc(Br)ccc1Cl)c1ccco1 (stereo not drawn),-5%,-20%,-15%,5,3%,1%,-18%,-0.6%,1,0%,13%
Cc1cc(NC(=O)CSc2nncn2-c2ccccc2)no1,-13%,-3%,-4%,-10,0%,0%,-20%,0.1%,1,6%,6%
CC(=O)Oc1ccc(CC(C(=O)O)N2C(=O)c3ccccc3C2=O)cc1 (stereo not drawn),-33%,?,-5%,7,-3%,nt,-21%,-1.0%,5,1%,5%

# New compounds follow
SMILES,Integrin act MD,Tb PFK block,TSG101-PTAP inh,Giardia kill,ASM inhibitor,PKM2 act,Menin-MLL TR inh,B2AR arrestin,FBPA coupling cs,BCR signal inh,GALK inh
NS(=O)(=O)c1ccc(NC(=O)COc2ncnc3sccc23)cc1,12%,1%,0%,7,10%,-1%,nt,0.4%,1,-6%,6%
CC(C(=O)Nc1ccccc1-c1ccccc1)N1CCOCC1 (stereo not drawn),1%,16%,-2%,-14,6%,1%,2%,-0.7%,2,6%,-1%
NC(=O)c1ccc(NC(=O)CN2CCN(C(=O)c3ccco3)CC2)cc1,-36%,0%,1%,0,3%,nt,nt,0.2%,nt,0%,-4%
COc1ccc(CCNC(=O)C2(C)CCC(=O)N2CCC(C)C)cc1OC (stereo not drawn),19%,-2%,0%,-19,5%,0%,-18%,-0.4%,1,-6%,-1%
CSc1nnc(CSc2cc(C)nc(N(C)C)n2)o1,8%,0%,-2%,2,4%,2%,2%,-0.4%,7,-3%,0%
CCCn1c(N)c(C(=O)CSc2n[nH]c(-c3ccccc3F)n2)c(=O)n(C)c1=O,24%,-10%,-3%,33[activator],-2%,nt,nt,-0.2%,nt,3%,nt
Cn1c(=O)c2c(nc(NCC(O)CO)n2CCc2ccccc2)n(C)c1=O (stereo not drawn),14%,-4%,-4%,-2,0%,-4%,5%,-1.7%,-3,6%,1%
Cc1cccc(NC(=S)NCCN(C2CCCCC2)C2CCCC2)c1,-55%[inhibitor],-2%,0%,-13,5%,-5%,?,0.3%,0,6%,-1%
COc1ccc(CCNC(=O)CSc2n[nH]c(C)c2[N+](=O)[O-])cc1OC,-6%,-5%,-4%,36[activator],-1%,2%,11%,0.4%,2,-16%,-2%
CCCC(=O)Nc1cccc(NC(=S)NC(=O)C(C)Oc2ccc(Cl)cc2Cl)c1 (stereo not drawn),-6%,-1%,-2%,-15,-10%,-14%,-8%,2.7%,-5,?,-2%
O=C(CN1CCN(Cc2ccccc2)C1=O)NCc1cccs1,-5%,2%,-9%,-1,0%,-4%,2%,-0.4%,1,18%,3%
CC(NC(=O)CCN1C(=O)c2ccccc2C1=O)c1ccccc1 (stereo not drawn),27%,-1%,0%,28,1%,0%,14%,0.1%,1,-1%,0%
O=C(CSc1nc(=O)n(CCCN2CCOCC2)c2c1CCC2)Nc1cccc(F)c1,0%,-11%,-1%,6,-3%,nt,nt,0.2%,nt,0%,nt
CCC(=O)NCCc1nc2ccccc2n1CC,1%,-4%,-2%,-24,-2%,-3%,11%,-0.5%,-1,4%,0%
COc1cccc(Cn2cnc3c(NS(=O)(=O)c4cccc(Cl)c4Cl)c(C)c(C)cc32)c1,-16%,-4%,-7%,-2,-5%,-13%,11%,3.1%,3,0%,-1%
CCOc1ccc(C(=O)N2CCN(c3cccc(Cl)c3)CC2)cc1,0%,-9%,-1%,-11,-3%,15%,-12%,-0.2%,0,4%,-1%
COc1cc(/C=N/NC(=S)N/N=C/c2cc(OC)c(OC)c(OC)c2)cc(OC)c1OC,18%,-2%,-1%,13,7%,0%,-13%,-1.5%,4,-6%,-1%
CCOc1ccc(N2CC(C(=O)Nc3cccnc3)CC2=O)cc1 (stereo not drawn),-30%[inhibitor],-2%,-5%,-4,2%,0%,4%,0.2%,2,?,0%
Cc1cc(C)cc(N(C(=O)c2csnn2)C(C(=O)NC2CCCCC2)c2cccnc2)c1 (stereo not drawn),-92%[inhibitor],2%,0%,-16,-7%,-3%,-4%,0.3%,5,?,2%
CC(=O)c1cn(CC(=O)NCC2CCCO2)c2ccccc12 (stereo not drawn),1%,-3%,-4%,-11,1%,-1%,-1%,-1.0%,-3,1%,0%
COc1ccccc1CNC(=O)c1ccccc1C(=O)NC(CC(C)C)C(=O)NCc1ccccc1OC (stereo not drawn),-4%,0%,-10%,34[activator],-5%,nt,-13%,-0.2%,7,-1%,7%
C=CCSc1nc(-c2ccccc2)c2cc(Cl)ccc2n1,8%[1.53 µM],3%,-1%,-2,35%,-1%,-5%,0.4%,4,7%,-1%
CCOc1cccc(C(=O)Nc2ccc3[nH]ncc3c2)c1,-19%,-5%,-2%,?,4%,-1%,0%,-0.5%,-2,?,5%

# One compound at a time, as listed above.
# Listed for `C=CCSc1nc(-c2ccccc2)c2cc(Cl)ccc2n1` : Integrin act MD: 8%[1.53 µM]; Tb PFK block: 3%; TSG101-PTAP inh: -1%; Giardia kill: -2; ASM inhibitor: 35%; PKM2 act: -1%; Menin-MLL TR inh: -5%; B2AR arrestin: 0.4%; FBPA coupling cs: 4; BCR signal inh: 7%; GALK inh: -1%
# Listed for `COc1ccccc1CNC(=O)c1ccccc1C(=O)NC(CC(C)C)C(=O)NCc1ccccc1OC` (stereo not drawn) : Integrin act MD: -4%; Tb PFK block: 0%; TSG101-PTAP inh: -10%; Giardia kill: 34[activator]; ASM inhibitor: -5%; PKM2 act: nt; Menin-MLL TR inh: -13%; B2AR arrestin: -0.2%; FBPA coupling cs: 7; BCR signal inh: -1%; GALK inh: 7%

# The list is partial. The share of hits here may be higher or lower than overall.
